Compound activity deposited in PubChem by The Scripps Research Institute Molecular Screening Center.
M1 ag parental = M1 agonist counterscreen hit in parental CHO-K1 cells. Fluo-8 calcium fluorescence; scaled to maximal ATP response, vehicle zero. activation, % at 3 µM. 0.48% of 360,000 active. AID 602248; in the data active = activation above about 15%;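 note: untransfected CHO-K1 host cells lacking M1 receptor as counterscreen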
M1 PAM parental = counter-screen for M1 PAMs: effect in parental CHO-K1 cells; ATP EC20, Fluo-8 calcium fluorescence; 0% at ATP EC20, 100% at ATP max; activation, % at 3 µM; 0.02% of 360,000 active;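 active = activation above the run cutoff, the mean activation of all test compounds plus 3 SD, cut at about 40% in these data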;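 note: peak over basal fluorescence ratio in a 140 s read after ATP addition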
CHO-K1 Ca antag = nonselective inhibitor or artifact in parental CHO-K1 cells. ATP-induced calcium, Fluo-8 fluorescence. inhibition, % at 3 µM. 0.6% of 360,000 active. AID 602250;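 active = inhibition above a per-plate cutoff, the plate's mean sample inhibition plus 3 SD, cut at about 24% in these data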;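 note: 0% = DMSO plus EC80 ATP and 100% = DMSO alone without ATP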
M4 ag = agonists of human muscarinic M4 receptor (CHRM4) | P08173 | activation, % at 3 µM | 0.14% of 360,000 active | CHO-K1 hM4/Gqi5, Fluo-8 calcium fluorescence; vehicle 0%, full acetylcholine response 100%;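 active = activation above the run mean over all test wells plus 3 SD, cut at about 32% in these data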;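 note: peak over basal fluorescence ratio per well then scaled between controls; 0% = DMSO wells and 100% = acetylcholine at EC100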
Target sequence (P08173 whole entry, looked up): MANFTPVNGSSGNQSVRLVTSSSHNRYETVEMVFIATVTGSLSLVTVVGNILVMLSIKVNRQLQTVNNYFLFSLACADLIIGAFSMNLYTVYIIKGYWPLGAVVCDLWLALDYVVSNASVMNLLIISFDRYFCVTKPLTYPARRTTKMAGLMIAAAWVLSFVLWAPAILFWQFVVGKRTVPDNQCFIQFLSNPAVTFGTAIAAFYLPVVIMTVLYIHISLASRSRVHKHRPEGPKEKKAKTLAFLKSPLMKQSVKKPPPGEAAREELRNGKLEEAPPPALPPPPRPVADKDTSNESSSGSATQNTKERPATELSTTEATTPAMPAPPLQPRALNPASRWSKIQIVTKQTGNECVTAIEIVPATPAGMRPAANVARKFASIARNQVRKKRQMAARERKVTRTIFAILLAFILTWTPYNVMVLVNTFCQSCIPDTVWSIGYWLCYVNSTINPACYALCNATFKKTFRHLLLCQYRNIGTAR
M5 antag = antagonists of human muscarinic M5 receptor (CHRM5); CHO-hM5 cells, Fluo-8 calcium fluorescence, ACh EC80; AID 624040; inhibition, % at 3 µM; 0.59% of 360,000 active; P08912;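 active = inhibition above a per-plate cutoff, the mean of that plate's test compounds plus 3 SD, cut at about 27% in these data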;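 note: 0% = acetylcholine EC80 with DMSO and 100% = DMSO without agonist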
M5 ag = CHRM5 agonism in calcium assay | CHO-K1 hM5 cells, Fluo-8 calcium fluorescence; 0% DMSO wells, 100% maximal acetylcholine response | activation, % at 3 µM | 0.19% of 360,000 active;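 active = activation above the run's mean over test compounds plus 3 SD, cut at about 23% in these data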;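 note: signal is peak over basal fluorescence ratio across the kinetic read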
M5 PAM = CHRM5 positive allosteric modulation | CHO-K1 hM5, Fluo-8 calcium, ACh EC20 PAM; 0% = ACh EC20, 100% = ACh EC100 | activation, % at 3 µM | 0.3% of 360,000 active;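 active = activation above the run cutoff, the mean activation of all test compounds plus 3 SD, cut at about 18% in these data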
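Probe or stimulus: acetylcholine, EC20 level; Assay system: human M5 receptor in CHO-K1 cells; Schedule: compound preincubation 140 s before EC20 acetylcholine addition; Technique: intracellular calcium via Fluo-8 fluorescence; Dosing: single-point, 3 µM nominal; Read-out basis: percent activation from peak-over-basal fluorescence ratio, scaled EC20-to-EC100 acetylcholine; Repeats: one well per compound, no replicates.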
CHRM4 antagonist = blocks acetylcholine activation of human M4 receptor; P08173; CHO-hM4 cells, ACh EC80, Fluo-8 calcium fluorescence; inhibition, % at 3 µM; 0.73% of 360,000 active;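 active = inhibition above its plate's cutoff, the mean inhibition of sample wells plus 3 SD, cut at about 27% in these data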;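 note: 0% = acetylcholine EC80 with DMSO and 100% = DMSO without agonist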
CHRM4 PAM = potentiates acetylcholine response at human M4 receptor. activation, % at 3 µM. P08173. CHO-K1 hM4/Gqi5, Fluo-8 calcium fluorescence, ACh EC20; 0% = ACh EC20, 100% = maximal ACh. 0.4% of 360,000 active;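 active = activation above its plate's cutoff, the mean activation of sample wells plus 3 SD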; note: some results filed as inactive read as strong as hits
Active calls of the source: *.

Values run as follows: M1 ag parental, M1 PAM parental, CHO-K1 Ca antag, M4 ag, M5 antag, M5 ag, M5 PAM, CHRM4 antagonist, CHRM4 PAM
1. Cn1c(-c2cccc(Br)c2)n[nH]c1=O
 : -0.3, -9, 3, 2, -10, 2, 7, -8, 6
2. O=C(O)c1ccc(CNC(=O)c2ccc3c(c2)C(=O)N(Cc2cccnc2)C3=O)cc1
 : -0.5, -17, 17, -1, 1, -4, -7, 4, -2
3. CC1=C(C(=O)N2CCOCC2)CC(CC(=O)NCCc2ccccn2)C(=O)N1CCCN1CCCC1=O (centres undefined)
 : 1.0, 0, -5, 1, 4, 2, -8, -10, 0
4. O=C1CCCN1c1ccc(S(=O)(=O)NCCOc2ccccc2)cc1
 : 2.8, -8, 18, 8, 3, 2, -7, 0, 1
5. Cc1[nH]c(=O)c(C#N)c2c1CSC(C)(C)C2
 : 0.8, 10, -26, 1, -4, 2, -3, 2, 4
6. COc1cc2sc3ccc(C#CC4(O)CCCCC4)cc3c(=O)c2cc1OC
 : -0.1, 8, -8, 3, 13, -1, -3, 8, -15
7. Cc1ccc2nc(N3C(=O)C(O)=C(C(=O)c4ccco4)C3c3cccs3)sc2c1 (centres undefined)
 : 0.1, 11, -20, 1, 6, 1, -6, -3, 6
8. CCOC(=O)c1ccc(NC(=S)N2CCN(C(=O)C3CCCO3)CC2)cc1 (centres undefined)
 : -0.1, 10, 3, 1, 12, -3, -4, -1, -1
9. Cc1ccc(S(=O)(=O)N2CCCC2C(=O)NC2=NCCS2)cc1 (centres undefined)
 : 1.1, 10, 4, 1, -2, -2, -1, 15, -1
10. COc1ccc(-n2c(COc3ccc(C)cc3)nnc2SCC(=O)O)cc1
 : 0.5, 28, -16, 0, 12, -1, 0, -3, 3
11. CC(Oc1ccc(-n2cnnn2)cc1)C(=O)O (centres undefined)
 : 0.6, 20, -6, 1, -11, -2, 1, -5, 1
12. CN(C)C(=O)c1cc(F)ccc1Sc1cc(Cl)ccc1Cl
 : 0.0, 13, -10, -1, -8, -7, 4, -3, 5
13. COc1cccc(NC(=O)Nc2cc(C(=O)O)ccc2C)c1
 : -0.1, 3, -6, 0, -5, 0, -3, 1, -2
14. CCOC(=O)N1CCN(CC(=O)Nc2ccc(OC)cc2)CC1
 : 0.3, 17, -2, 1, 9, -3, 6, 3, 3
15. COc1ccc(S(=O)(=O)N(CC(=O)N2CCOCC2)Cc2ccccc2)cc1C
 : 0.9, 9, -1, 2, 1, -2, -6, 1, 0
16. CCOc1ccc(/C(O)=C2/C(=O)C(=O)N(Cc3cccnc3)C2c2ccc(N(C)C)cc2)c(C)c1 (centres undefined)
 : 0.3, 17, -23, 1, 16, 1, -8, 0, 7
17. Cc1nn(C)cc1C(=O)/C=C/c1ccc([N+](=O)[O-])cc1
 : 0.1, 2, 7, 3, 0, 11, 15, -5, 12
18. OC[C@@H]1CN(Cc2ccncc2)C[C@H](n2cnc3c(NCc4ccco4)ncnc32)O1
 : -0.2, 10, 0, 1, 1, 1, -3, -8, 2
19. Cc1cc(-n2c(C)cc(C(=O)CN3C(=O)NC4(CCCCC4)C3=O)c2C)no1
 : 0.9, 21, -16, 0, 7, -1, -2, 5, -1
20. N#CCC(=O)Nc1ccc(C(=O)OCC(=O)c2ccc3c(c2)NC(=O)CO3)cc1
 : -0.3, 10, -11, 0, -2, 1, 3, -3, 17
21. Cc1ccccc1CS(=O)(=O)Cc1ccc(C(=O)NCC2CCCO2)o1 (centres undefined)
 : 0.8, 8, -6, 0, 1, -1, -1, 10, -4
22. CC(Sc1nnc(Cn2c(=O)sc3ccccc32)n1C)c1ccccc1 (centres undefined)
 : 1.3, 25, 0, 2, -1, 2, -4, -4, 3
23. CC1CN/C(=C\C(=O)c2ccccc2)C(=O)N1 (centres undefined)
 : 0.2, 11, -1, 2, -1, 2, 0, 2, 1
24. COc1ccc(N(CC(=O)NCc2cccnc2)S(=O)(=O)c2ccccc2[N+](=O)[O-])c(OC)c1
 : 0.3, 3, 1, 1, 1, 0, -5, -2, -7
25. C#CCN(C[C@@H]1[C@@H](OC(=O)NCc2ccccc2)[C@@H](OC(=O)NCc2ccccc2)Cn2c(=O)n(CCCCCC)c(=O)n21)S(=O)(=O)c1ccc(C)cc1
 : 2.4, 14, -7, 3, 9, 2, -4, -17, 2
26. COc1ccc(CNC(=S)NCc2ccc(OC)cc2)cc1
 : 3.1, 7, -13, 6, -15, 3, -10, -14, -7
27. COc1ccc(C(=O)Nc2nnc(-c3ccc(F)cc3)s2)c(OC)c1
 : 0.1, -9, -14, 1, 13, 0, -4, 11, -5
28. C=CCSc1nc2ccccc2[nH]1
 : -0.4, 13, 8, 0, -2, 0, 2, 5, 9
29. C=CCn1c(SCC(=O)NC2CCCCC2)nc2ccccc2c1=O
 : 1.4, 9, -13, 0, 8, 2, -3, 6, 3
30. CC(=O)Oc1ccc(C(=O)Nc2cc(NC(=O)c3ccc(OC(C)=O)cc3)cc(C(=O)NC(C)(C)C)c2)cc1
 : 1.5, 3, 4, 6, 20, -2, -15, 10, -4
31. Cc1cc2nc(C)c(=O)n(C)c2cc1C
 : 0.2, 2, -1, 1, 18, -4, -11, 16, -1
32. OCc1ccnc2c(O)cccc12
 : -0.5, 5, -3, 1, 1, 0, 22*, 1, 7
33. CNCCC1Sc2ccccc2Oc2ccccc21 (centres undefined)
 : 0.9, 32, -17, 4, 6, -9, -16, -11, 2
34. O=C(O)c1cc(-c2ccc(Cl)s2)[nH]n1
 : 0.2, -1, -12, 0, -4, -1, 3, 9, -6
35. COCCN(CC(=O)Nc1cccc(C)c1C)C(=O)C1(c2ccccc2)CC1
 : 0.6, -9, 19, 0, -1, 0, 9, 7, 2
36. N#CCOC(=O)C1c2ccccc2Oc2ccccc21
 : -0.2, 9, 2, -1, 10, -5, -2, -7, -6
37. CN(CC(=O)NC(=O)NC(C)(C)C)CC(=O)Nc1ccccc1Cl
 : 0.9, 7, -10, 1, 5, -2, 5, -4, 4
38. CCc1ccccc1N(C(C)=O)c1nc(CN=C=S)cs1
 : 0.7, -16, 2, 1, 5, -8, 3, 3, -9
39. CCN(CC)CCN(Cc1cc2cc3c(cc2[nH]c1=O)OCO3)C(=S)NCC(C)C
 : 1.2, 11, -7, 0, 7, 0, 7, 8, -3
40. Cc1ccc(Cl)cc1NS(=O)(=O)c1ccccc1
 : 0.2, 10, -18, 1, 9, -4, 0, -1, 1

Record cards (already shown). Order of screens: M1 ag parental | M1 PAM parental | CHO-K1 Ca antag | M4 ag | M5 antag | M5 ag | M5 PAM | CHRM4 antagonist | CHRM4 PAM
Shown for N#CCOC(=O)C1c2ccccc2Oc2ccccc21 : -0.2 | 9 | 2 | -1 | 10 | -5 | -2 | -7 | -6
Shown for Cc1cc2nc(C)c(=O)n(C)c2cc1C : 0.2 | 2 | -1 | 1 | 18 | -4 | -11 | 16 | -1

(cont.)
Values run as follows: M1 ag parental, M1 PAM parental, CHO-K1 Ca antag, M4 ag, M5 antag, M5 ag, M5 PAM, CHRM4 antagonist, CHRM4 PAM
41. CC(C)CNC(=O)c1ccccc1NC(=O)c1ccccc1N(C)S(C)(=O)=O
 : 0.3, 25, -7, 2, -12, -3, 16, -2, 8
42. COC(=O)C1(C)NC(c2cccs2)C2C(=O)N(c3ccccc3F)C(=O)C21 (centres undefined)
 : -0.1, 0, -2, 1, -2, -1, 0, -9, 5
43. CCCCC1CCC(C(=O)N(C)CC(=O)Nc2cccc(OC)c2)CC1 (centres undefined)
 : 0.1, 17, -14, 3, -3, 1, 2, 1, 3
44. Cc1ccc(S(=O)(=O)N2CCOCC2)cc1C(=O)NCCN1C(=O)S/C(=C\c2ccccc2Cl)C1=O
 : 7.8, 15, 2, 15, 17, 2, -18, 4, -10
45. COc1ccc(C(=O)Nc2cccnc2)cc1
 : 0.3, 8, -19, 2, -6, -1, 3, -2, 4
46. O=C(Cn1nnc2ccccc21)c1ccc(Br)cc1
 : 1.1, 22, -11, 1, -1, -7, 3, 5, 5
47. O=C(CCn1c(=S)[nH]c2ccccc2c1=O)NCCCN1CCOCC1
 : -0.5, -5, 12, 0, -1, 1, 2, 5, 8
48. O=C(CSc1nc(-c2ccccc2Cl)ns1)NCc1ccc2c(c1)OCO2
 : 0.0, 9, -2, 2, 1, -4, -2, -13, 16

Quoted at random: 6 compounds from above
Values run as follows: M1 ag parental, M1 PAM parental, CHO-K1 Ca antag, M4 ag, M5 antag, M5 ag, M5 PAM, CHRM4 antagonist, CHRM4 PAM
46. O=C(Cn1nnc2ccccc21)c1ccc(Br)cc1
 : 1.1, 22, -11, 1, -1, -7, 3, 5, 5
47. O=C(CCn1c(=S)[nH]c2ccccc2c1=O)NCCCN1CCOCC1
 : -0.5, -5, 12, 0, -1, 1, 2, 5, 8
48. O=C(CSc1nc(-c2ccccc2Cl)ns1)NCc1ccc2c(c1)OCO2
 : 0.0, 9, -2, 2, 1, -4, -2, -13, 16
44. Cc1ccc(S(=O)(=O)N2CCOCC2)cc1C(=O)NCCN1C(=O)S/C(=C\c2ccccc2Cl)C1=O
 : 7.8, 15, 2, 15, 17, 2, -18, 4, -10
43. CCCCC1CCC(C(=O)N(C)CC(=O)Nc2cccc(OC)c2)CC1 (centres undefined)
 : 0.1, 17, -14, 3, -3, 1, 2, 1, 3
42. COC(=O)C1(C)NC(c2cccs2)C2C(=O)N(c3ccccc3F)C(=O)C21 (centres undefined)
 : -0.1, 0, -2, 1, -2, -1, 0, -9, 5
